hcGAS lum – inhibitors of human cGAS. recombinant h-cGAS, ATP depletion, Kinase-Glo luminescence. actives 0.081% (n = 290,000). inhibition, % at 12.5 µM. Q8N884;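 further: 0% = vehicle reaction and 100% = reaction without DNA for no activity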
Target sequence (Q8N884 whole entry, looked up): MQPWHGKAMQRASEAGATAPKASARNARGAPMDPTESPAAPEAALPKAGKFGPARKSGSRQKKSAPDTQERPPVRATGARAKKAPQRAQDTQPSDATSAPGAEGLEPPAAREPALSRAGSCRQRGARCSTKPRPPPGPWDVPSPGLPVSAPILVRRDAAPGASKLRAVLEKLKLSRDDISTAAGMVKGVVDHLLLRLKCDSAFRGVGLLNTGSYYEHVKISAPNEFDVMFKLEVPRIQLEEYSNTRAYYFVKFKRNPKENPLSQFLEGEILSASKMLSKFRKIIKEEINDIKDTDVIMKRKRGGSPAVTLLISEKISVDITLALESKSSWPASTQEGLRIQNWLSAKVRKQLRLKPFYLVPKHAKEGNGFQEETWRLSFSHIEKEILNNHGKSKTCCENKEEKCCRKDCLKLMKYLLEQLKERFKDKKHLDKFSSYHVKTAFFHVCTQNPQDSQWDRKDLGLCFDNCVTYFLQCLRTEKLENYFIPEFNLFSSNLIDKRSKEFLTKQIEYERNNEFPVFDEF
mcGAS inh – inhibitors of mouse cGAS; recombinant cGAS, Kinase-Glo ATP depletion luminescence; Q8C6L5; actives 0.15% (n = 160,000); inhibition, % at 12.5 µM;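 further: 0% = negative control wells and 100% = reference inhibitor with no enzyme activity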
NPYLR7 agonist – mosquito NPYLR7 agonism; HEK293T NPYLR7/Galpha15, GCaMP6s calcium fluorescence; activation, % at 10 µM; actives 0.15% (n = 270,000); AID 1259423; in the data active means activation above about 40%;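 further: 0% = vehicle and 100% = reference agonist at the receptor; some compounds past the cut are filed as inactive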
Numbers without * were called inactive; nt = no result given; & = joins results of further samples. Unless noted, no stated cut-off is given here; in the data, active means inhibition above about 40%; inactive means the rest.

molecule	hcGAS lum	mcGAS inh	NPYLR7 agonist
O=C(CSc1nnc(CNC(=O)c2c(F)cccc2Cl)n1-c1ccc([N+](=O)[O-])cc1)Nc1nc2ccccc2s1	-2	nt	-1
O=C1NC(=S)N/C1=C\c1ccc(N2CCOCC2)cc1	-2	1	-2
Cc1ccc(-c2nc3cc(C)ccn3c2NC(=O)Cc2ccccc2)cc1	-4	-6	-2
CCCn1ccnc1-c1cccc(NC(=O)C2CCCOC2)c1 (stereo not given)	0&-3	-8	-24&5
O=C1c2ccccc2C(=O)N1c1ccc(-c2nc3ccccc3c(=O)o2)cc1	-3	-6	-2
Cc1cccc(-n2c(SCc3ccc(C(=O)N4CCN(c5ccccc5F)CC4)cc3)nnc2-c2cccs2)c1	-8	-4	3
CNc1nc2cnc(Nc3ccccn3)cc2n1-c1cccc(C(F)(F)F)c1	-3	-8	6
O=C(c1ccc(C(F)(F)F)nc1)N1CCOC(COc2cccc(C(F)(F)F)c2)C1 (stereo not given)	-7	-8	24
O=C(Nc1cccc(C2SCCCS2)c1)C(=O)NC1CCSc2ccccc21 (stereo not given)	-8	-14	3
CCOC(=O)C1(Cc2cccc(OC)c2)CCN(Cc2cccc3cnccc23)CC1	5	nt	-7
CN(Cc1cc2ccccc2[nH]c1=O)S(C)(=O)=O	-7	-6	5
CCOC(=O)c1c(NC(=O)c2ccc(SC(F)(F)F)cc2)sc2c1Cc1ccccc1-2	-6	-5	13
Cc1csc2n1cc(C)[n+]2Cc1ccccc1[N+](=O)[O-]	1	-4	-7
COc1ccc(NC(=O)N2CCSC23C(=O)N(Cc2ccccc2Cl)c2ccccc23)cc1 (stereo not given)	-2	-3	-2
Cc1cc(NC(=O)CCSCCC(=O)Nc2cc(C)on2)no1	-10	nt	4
O=C(c1ccc(=O)n(Cc2ccc(F)cc2)n1)N1CCc2ccccc21	-5	nt	3
CCSc1nnc2ccc(-c3ccco3)nn12	-5	-5	-12
CCc1ccc(CN2CCC(CNC(=O)c3cccc(C)c3)C2)nc1 (stereo not given)	-1	-15	3
COc1ccc(Cl)cc1NC(=O)Cn1nc(SC)c(-c2nc(-c3ccc(C)cc3)no2)c1N	-6	-7	1
Cc1ccccc1OCc1nc(CN(CCN2CCOCC2)C(=O)C2CCCC2)cs1	4	2	3
CCOC(=O)CCC(=O)N1CCN(c2nccc(-c3cccs3)n2)CC1	-3	-5	3
O=C(NCCc1ccccn1)c1ccc(F)cc1Br	-8	nt	0
Cc1ccc(C2(O)CCN(C(=O)Cc3c(C)n[nH]c3C)CC2)nc1	-5	-14	6
O=C(CN1CCCc2ccc(F)cc21)Nc1cccc2nsnc12	-8	nt	1
CCOC(=O)N1CCC(NC(=O)Cc2cc(=O)[nH]c(SCc3ccc(F)cc3)n2)CC1	-6	-11	-5
Cc1cccc(-n2nc(-c3ccccc3Cl)cc2C(=O)NCc2ccc3c(c2)OCO3)c1	-8	-6	nt
Cc1nc2ccccc2nc1CSCc1nc2ccccc2nc1C	-4	nt	-2
Cc1nnc(NC2CCCC2)s1	-5	nt	8
Cc1ccc(NC(=O)c2sc(=O)n(Cc3ccc(-c4ccccc4)cc3)c2C)cc1	-8	nt	12
O=C(c1ccc(F)cc1C(F)(F)F)N1CCC(Cc2ccccc2)CC1	-2	-5	22
CCc1nc(C)c(C(=O)NC(C)(C)c2noc(C(C)(C)C)n2)s1	-3	nt	2
CC(C)Cc1ccc(-c2cc(Nc3ccccc3)ncn2)cc1	-5	nt	-1
Cc1cc(C)cc(N2C(=O)CSC2c2cccc(NC(=O)CCc3ccccc3)c2)c1 (stereo not given)	-4	-5	10
COc1cccc(-c2cc(C(=O)N3CCN(C(c4ccccc4)c4ccccc4)CC3)nc3cc(C(C)(C)C)nn23)c1	-9	-8	8
Clc1ccccc1-c1nc(-c2ccccc2)no1	-4	-5	-3
CSc1ccc(C(=O)CC(C)(C)C(=O)NCCc2ccc(S(N)(=O)=O)cc2)cc1	-10	-1	-8
COc1ccc(-c2cc(F)ccc2C(C)=O)cn1	-6	-19	17
Cc1ccc(-c2cc(CN3CCCC(N4CCCC4=O)C3)on2)cc1 (stereo not given)	2	2	nt
O=C(c1ccccc1)N1CCN(S(=O)(=O)c2ccc3c(c2)CCCC3)CC1	-2	-4	0
Cc1cc(C(=O)N2CCC(n3c(=O)oc4ccc(F)cc43)CC2)cc(Cl)n1	-7	-6	3
O=C(c1cc(=O)[nH]c2ccccc12)N(Cc1ccccc1)Cc1ccco1	-5	nt	-6
CCN(CC)CCn1c(C)c(C)n2c3c(=O)n(Cc4ccccc4)c(=O)n(C)c3nc12	4	-2	-6
COc1ccccc1NC(=O)c1nn(C)cc1[N+](=O)[O-]	-4	nt	-2
COCCN(Cc1csc(COc2cccc(C)c2C)n1)C(=O)c1ccc(Cl)cc1	-6	-4	-6
CCOc1ccc(C(=O)Oc2cc(N)n(S(=O)(=O)c3ccc(C)cc3)n2)cc1	-3	-3	5
O=C(c1ccc(CSc2nnc3ccccn23)cc1)N1CCC(O)(c2ccc(Cl)cc2)CC1	-7	-4	3
Cc1ccc(CN2N=C(c3ccccc3)Cn3c2nc2c3c(=O)n(C)c(=O)n2C)cc1	0	nt	-7
CCOCCCN(CC(=O)N(Cc1ccc(F)cc1)Cc1ccc(C)o1)C(=O)Nc1ccc(OC)cc1OC	-2	-5	-1
COc1ccc(CNC(=O)c2cn(Cc3ccccc3OC)c(=O)s2)cc1	-6	nt	13
COCCNC(=O)c1ccc(OC2CCN(C(=O)c3ccsc3)CC2)c(Cl)c1	-3	nt	-1

Single entries from the results shown:
Clc1ccccc1-c1nc(-c2ccccc2)no1 @ NPYLR7 agonist: -3
COc1ccc(-c2cc(F)ccc2C(C)=O)cn1 @ hcGAS lum: -6

More structures
molecule	hcGAS lum	mcGAS inh	NPYLR7 agonist
COc1ccccc1C(C)NC(=O)Cc1cccs1 (stereo not given)	-8	nt	-10
O=C(c1cc(-c2cccs2)on1)N1CCCC1	-3	nt	-2
Cc1ccccc1CN1CCN(c2nc3c(c(=O)[nH]c(=O)n3C)n2CCC(C)C)CC1	-3	nt	6
Cc1ccc(C)c(-n2nnnc2SC2CCOC2=O)c1 (stereo not given)	3	nt	-6
C=CCn1c(SCC(=O)Nc2cccc(O)c2)nc2sc(CC)cc2c1=O	-8	nt	-7
O=C(CN1C(=O)c2ccccc2C1=O)NCCN=C1NS(=O)(=O)c2ccccc21	-3	0	-1
COc1ccc(C(=O)OCCCN=C2NS(=O)(=O)c3ccccc32)c(OC)c1	-7	-7	-1
CN1C(=C2C=NN(c3ccccc3)P2(=N)N2CCCC2)C(C)(C)c2ccccc21 (stereo not given)	-1	nt	6
O=C(c1cc(C2CC2)on1)N1CCc2[nH]nc(-c3ccc(Cl)cc3)c2C1	-10	nt	6
COc1cccc(NC(=O)NCCNc2cc(N(C)C)nc(C)n2)c1	2	nt	-2
CC(C)C(=O)N1CC(=O)N2CCc3c(F)cccc3C2C1 (stereo not given)	-5	-6	3
COc1ccc(-c2nn(-c3cccc(F)c3)c(OC(C)=O)c2-c2ccc(NC(=O)c3ccco3)cc2)cc1OC	-4	-4	2
COCc1ncc(CN(C)Cc2cnn(-c3ccccc3)c2)cn1	-1	nt	-17
CCCOC(=O)c1[nH]c(C)c(C(C)=O)c1C	-4	nt	5
Cn1c(=O)c2c(nc(NCCc3ccccc3)n2CCCc2ccccc2)n(C)c1=O	10	nt	-1
N#CC1(c2ccccc2)CCN(C(=O)C2CC=CCC2C(=O)N2CCC(n3c(=O)[nH]c4ccccc43)CC2)CC1 (stereo not given)	-2	1	-9
CC1(C(=O)Nc2cnc3ccccc3c2)CCN1Cc1ccc2c(c1)OCCO2 (stereo not given)	-12	nt	4
Cc1n[nH]c(C)c1S(=O)(=O)NCCOc1ccc2nnc(-c3ccccc3)n2n1	-4	-9	-2
Cc1ccccc1-c1nc2cccc(C)n2c1NC1CCCCC1	9	0	-7
CC(=O)c1cc(C(=O)OCC(=O)Nc2cc(C)ccc2C)c2ccccn12	-9	-10	2
Cn1cnnc1CC1CCN(Cc2nn(C)c3cccc(Cl)c23)CC1	-4	nt	-1
C#CCOCC(O)CN(CCC(C)C)Cc1ccc(OC)c(OC)c1 (stereo not given)	0	1	-13
NC(=O)c1ccc(COC(=O)C2(c3ccc(F)cc3)CCCC2)cc1	-4	nt	-1
Cc1cccc(CN(C)C(=O)c2ccc(CS(C)(=O)=O)cc2)n1	-5	nt	2
C/C(=C/C(=O)C(C#N)c1nc2cc(Cl)ccc2s1)C1CC1 (stereo not given)	-3&-6	-10	15&-2
Cc1cccc(CN2CCN(CC3CCCCC3)C(CCO)C2)n1 (stereo not given)	-9	nt	-4
Cc1cc(C)cc(C(=O)NCCn2c(C)cc3ccccc32)c1	-8	nt	0
CC1CN(c2cc(Cl)nc(SCC(=O)O)n2)CCN1C(=O)c1ccccc1Cl (stereo not given)	-8	nt	13
CCN(CC)c1ncccc1CNC(=O)c1cccc(C)c1Cl	-5	-16	1
C=CCn1c(O)c(C=C2C(C)=Nc3ccccc32)c(=O)[nH]c1=S	-7	1	19
Cc1cc(F)ccc1S(=O)(=O)NCCc1csc2nc(-c3ccc(Cl)cc3)nn12	2	1	8
O=C(NCC1CCCO1)c1cccc(Nc2c(Oc3ccccc3)cnn(-c3ccccc3Cl)c2=O)c1 (stereo not given)	-2	-3	5
FC(F)(F)c1ccc(-c2noc([C@@H]3Cc4nc[nH]c4CN3Cc3cc4ccccc4o3)n2)cc1	-5	-6	-9
CCn1nc(C)c(NC(=O)CN2CC(Oc3c(C)cccc3C)C2)c1C	-4	nt	13
Cc1cc(OC(=O)c2cccs2)c([N+](=O)[O-])c(=O)[nH]1	-1	-7	-3
CN(C)N=Cc1ccc(C(O)(c2nc3ccccc3s2)C(F)(F)F)o1 (stereo not given)	-5	-5	1
COCCNCc1nc2scc(-c3ccc(OC)c(OC)c3)c2c(=O)[nH]1	-4	-3	-5
Cn1ccc(=O)n(CC(=O)c2ccc3c(c2)CCCC3)c1=O	-10	-16	16
CC(=O)c1cccc(-c2ccc(/C=C3\C(=O)N(c4cccc(C(=O)O)c4)N=C3C)o2)c1	-4	2	-3
C[C@H](NC(=O)C1(N2Cc3ccc(-c4ccnn4C)nc3C2=O)CC1)c1ccccc1	2	-3	-7
O=C(Nc1ccc2c(c1)OCCO2)N1CCN(c2ccc(Nc3ccncc3)nn2)CC1	3	nt	-5
COc1nc(N)nc2c1ncn2C1O[C@H](CO)[C@@H](O)[C@@H]1O (stereo not given in full)	2	nt	1
CN1CCc2[nH]nc(C(=O)N3CCC(c4ccccc4Cl)C3)c2C1 (stereo not given)	-2	nt	4
O=C(Cn1cnc2c(nnn2-c2ccc(Cl)cc2)c1=O)c1ccc(Cl)cc1	-4	-7	-1
O=C(NCC1Cc2cc(-c3cccnc3)cc(F)c2O1)C1CCCc2c1[nH]c1ccccc21 (stereo not given)	-7	-25	9
COC(=O)c1ccccc1NC(=O)Cn1ncn2nc(-c3ccc(Cl)cc3)cc2c1=O	-12	-9	-11
CC(c1nc2c(s1)CCCC2)n1cnc2sc3c(c2c1=O)CCNC3 (stereo not given)	-7	nt	0
CC(Sc1ncccn1)c1nnc(-c2ccc(F)cc2)o1 (stereo not given)	-2	-7	17
CCOc1cc(S(=O)(=O)NC(C)C)ccc1Br	-4&-8	nt	1&-12
O=[N+]([O-])c1cc2c(c(CSc3ncnc4sc5c(c34)CCCC5)c1)OCOC2	-3	nt	-5

Whole records from above.
Results for `CNc1nc2cnc(Nc3ccccn3)cc2n1-c1cccc(C(F)(F)F)c1` = hcGAS lum = -3; mcGAS inh = -8; NPYLR7 agonist = 6
Results for `CCOC(=O)c1c(NC(=O)c2ccc(SC(F)(F)F)cc2)sc2c1Cc1ccccc1-2` = hcGAS lum = -6; mcGAS inh = -5; NPYLR7 agonist = 13
Results for `COc1ccccc1C(C)NC(=O)Cc1cccs1` (stereo not given) = hcGAS lum = -8; mcGAS inh = nt; NPYLR7 agonist = -10

(list continues)
molecule	hcGAS lum	mcGAS inh	NPYLR7 agonist
COc1ccc(C2CNCC2C(=O)NCC2CC2)c(OC)c1 (stereo not given)	3	nt	6
Cc1nccn1-c1ccc(CNC(=O)C(=O)N(C)c2ccccc2)cc1	0	0	4
CC1(Cc2ccccc2F)C(=O)Nc2ccc(OC(F)(F)F)cc21 (stereo not given)	2	-1	2
O=c1cc(NCc2ccccc2)c(-c2ccccc2)n[nH]1	-6	nt	-3
C/C(Cl)=C/CN1C(=O)C2C3c4ccccc4C([N+](=O)[O-])(c4ccccc43)C2C1=O (stereo not given)	-3	nt	-12
O=C(NCCN1CCN(c2ccc(F)cc2)CC1)C1(c2ccccc2)CCOCC1	-3	nt	-8
COc1ccccc1C(=O)C(O)c1ccccc1OC (stereo not given)	-4	-4	-5
COc1cc2nc(C3CCC3)nc(N3CCC[C@H]3CO)c2cc1OC	-4	nt	5
COC(=O)[C@@H]1C[C@@H](N(C)C)CN1C(=O)c1cc(C(C)C)oc1C	-3	nt	-4
Cc1cccc(/C=C/c2ccccc2)n1	-5	-7	0
Cc1nc2scc(C)n2c(=O)c1NC(=O)c1ccc(S(=O)(=O)N2CCCCC2)cc1	-9	-7	7

Screening results deposited in PubChem BioAssay by Fisher Drug Discovery Resource Center.
